# PREPL inh – inhibitors of human prolyl oligopeptidase-like enzyme PREPL | Q4J6C6 | recombinant PREPL, fluorescence polarization activity-based probe | inhibition, % at 5.96 µM | 320,000 compounds, 0.68% hits; in the data active = inhibition above about 43%;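 also: 0% = enzyme with DMSO and 100% = wells lacking enzyme; many of its hits are not listed in these tables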
# Target sequence (Q4J6C6 whole entry, looked up): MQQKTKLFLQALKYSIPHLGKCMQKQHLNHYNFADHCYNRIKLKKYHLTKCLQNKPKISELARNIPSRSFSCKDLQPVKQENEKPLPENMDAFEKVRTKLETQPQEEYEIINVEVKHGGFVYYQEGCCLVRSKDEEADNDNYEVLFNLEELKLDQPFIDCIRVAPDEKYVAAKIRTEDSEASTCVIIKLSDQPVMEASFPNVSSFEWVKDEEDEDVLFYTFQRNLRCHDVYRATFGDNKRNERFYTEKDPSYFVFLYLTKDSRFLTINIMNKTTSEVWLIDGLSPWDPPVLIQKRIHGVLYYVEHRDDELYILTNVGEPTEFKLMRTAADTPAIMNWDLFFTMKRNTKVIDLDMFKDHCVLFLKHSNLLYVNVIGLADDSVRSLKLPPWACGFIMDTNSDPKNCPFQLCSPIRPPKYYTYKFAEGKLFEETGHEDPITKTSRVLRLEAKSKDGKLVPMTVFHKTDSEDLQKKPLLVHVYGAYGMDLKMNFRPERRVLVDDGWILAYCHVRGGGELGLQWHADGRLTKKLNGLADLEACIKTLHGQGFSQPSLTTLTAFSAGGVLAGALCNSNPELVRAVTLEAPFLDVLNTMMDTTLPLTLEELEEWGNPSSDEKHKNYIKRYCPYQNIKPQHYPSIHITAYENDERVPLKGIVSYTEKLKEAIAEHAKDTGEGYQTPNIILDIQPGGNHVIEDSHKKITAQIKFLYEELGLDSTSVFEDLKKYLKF
# Efflux pump mplx – antifungal efflux pump inhibition, Nile Red retention; S. cerevisiae Candida pump triplex; inhibition, % at 10 µM; 330,000 compounds, 0.44% hits; AID 485275;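 active = plate passing quality check with inhibition over a set limit, or well fluorescence over plate mean plus 4 SD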;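 also: Nile Red retained in pooled yeast measured as flow cytometry median fluorescence; 0% = buffer negative control and 100% = Enniatin B positive control; higher means more Nile Red kept so more efflux inhibition; some compounds called inactive have numbers as strong as hits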
# An asterisk follows results filed as active. An excerpt; rates above refer to the full screens.
molecule,PREPL inh,Efflux pump mplx
CCN(C(=O)CSc1nc2ccc(C)cc2[nH]1)C1CCS(=O)(=O)C1 (configuration not stated),4,0.4
O=S(=O)(c1ccc(Cl)s1)N1CCNCC1,-1,-0.1
CSCCC(NC(=O)c1ccccc1Br)C(=O)NNC(=O)c1cc(C)oc1C (configuration not stated),4,0.3
COc1cc(OC)cc(-c2c(-c3ccc(F)cc3)c3cc(-c4ccc5c(c4)OCCO5)ccc3n2C)c1,14,-0.2
CCc1ccc([C@H]2C(C(=O)O)=C[C@@H](CC3CCCC3)N2S(=O)(=O)c2ccc(C)cc2)cc1,12,0.6
Nc1cc(S(=O)(=O)N2CCOCC2)ccc1N1CCCCC1,2,-0.1
CCOC(=O)N1CCN(C(=O)c2ccc3[nH]c(C)c(C)c3c2)CC1,13,0.2
O=C(COc1ccc(Cl)cc1)NNC(=O)c1ccc(=O)[nH]c1,10,-0.1
c1nc(C2CCCCC2)cc2cc3c(cc12)OCO3,4,0.2
Cc1ccc(CNC(=O)CSc2nc3ccccc3c(=O)n2CC2CCCO2)cc1 (configuration not stated),19,0.0
O=C1CN(S(=O)(=O)c2ccccc2)CCN1,2,0.0
C[C@H](CO)N1C[C@H](C)[C@@H](CN(C)C(=O)Nc2ccc(C(F)(F)F)cc2)Oc2c(NS(=O)(=O)c3cccs3)cccc2C1=O,8,-0.3
Cc1csc(SCC(=O)Nc2ccc3[nH]c(=O)[nH]c3c2)n1,13,0.0
O=S(=O)(c1cccc(F)c1)N1CCN(c2nc(-c3cccnc3)nc3ccccc23)CC1,-40,0.4
CCOC(=O)C1=C(COC(=O)[C@@H](NC(=O)c2cccc(C)c2)C(C)C)NC(=O)NC1C (some centres not stated),3,0.1
C[C@@]12C(=O)Nc3cc(F)c(F)cc3C(=O)N1[C@H]1c3cc(Cl)ccc3OC[C@@H]1[C@@H]2c1ccccc1,21,0.0
Cc1ccc2c(c1)C1C[N+](C)(CC(=O)Nc3ccccc3Cl)CCC1N2C(=O)c1ccccc1Cl (configuration not stated),4,0.1
c1ccc2occc2c1,20,0.1
CCc1ccc([C@@H]2CC=C(C(=O)O)[C@H](c3ccc(Br)cc3)N2S(=O)(=O)c2ccc(C)cc2)cc1,2,-0.2
CC(=O)c1ccc(S(=O)(=O)NCCC(=O)NC2CCN(Cc3ccccc3)CC2)cc1,22,0.1
O=C(COC(=O)C1CCCCC1)NCc1ccc(Cl)cc1,5,0.0
O=C(CCC(=O)N1CCN(S(=O)(=O)c2ccccc2)CC1)c1ccc(Br)cc1,0,-0.1
Cc1ccc(S(=O)(=O)CCC(=O)N2CCN(c3ccccc3O)CC2)cc1,24,0.1
CC(NC(=S)NC(=O)c1cccs1)c1ccccc1 (configuration not stated),-5,-0.2
C=CC[C@H](CC(=O)NCCO)C(=O)N[C@H](COC(=O)[C@@H](CC=C)Cc1ccc(F)cc1)Cc1ccccc1,19,0.4

# Some values from the entries so far:
# Under Efflux pump mplx, O=S(=O)(c1ccc(Cl)s1)N1CCNCC1 reads -0.1
# Under PREPL inh, O=C(COC(=O)C1CCCCC1)NCc1ccc(Cl)cc1 reads 5
# Under PREPL inh, CCOC(=O)C1=C(COC(=O)[C@@H](NC(=O)c2cccc(C)c2)C(C)C)NC(=O)NC1C (some centres not stated) reads 3
# Under PREPL inh, CC(NC(=S)NC(=O)c1cccs1)c1ccccc1 (configuration not stated) reads -5
# Under Efflux pump mplx, c1ccc2occc2c1 reads 0.1
# Under Efflux pump mplx, O=S(=O)(c1cccc(F)c1)N1CCN(c2nc(-c3cccnc3)nc3ccccc23)CC1 reads 0.4

# Later entries
molecule,PREPL inh,Efflux pump mplx
O=C(C[C@H]1C/C=C\C[C@H](Cc2ccc(F)cc2)C(=O)OC[C@@H]2CCCN2C1=O)N[C@H](CO)Cc1ccccc1,25,0.4
COC(=O)c1ccc(/C=C/C(=O)OCC(=O)Nc2cc(C)on2)cc1,0,0.0
CCN(c1ccccc1)S(=O)(=O)c1ccc(C(=O)NCc2ccco2)cc1,0,0.5
CCCN(CC(=O)Nc1cc(Cl)ccc1Cl)C(=O)c1ccccn1,8,0.1
O=C(CSc1cccc[n+]1[O-])Nc1ccccc1C(F)(F)F,6,0.1
CCN(C[C@H]1N[C@@](CC)(C(=O)OC)[C@H]2C(=O)N(Cc3ccccc3)C(=O)[C@@H]12)S(=O)(=O)c1ccc(OC(F)(F)F)cc1,20,-0.3
CCN(C[C@H]1N[C@@](CC)(C(=O)OC)[C@H]2C(=O)N(C)C(=O)[C@@H]12)S(=O)(=O)c1ccc(OC(F)(F)F)cc1,5,-0.3
COc1ccc(S(=O)(=O)N(C)C[C@H]2Oc3ccc(NC(=O)Nc4ccc5c(c4)OCO5)cc3CC(=O)N([C@@H](C)CO)C[C@@H]2C)cc1,36,-0.1
C=CCC[C@H](Cc1ccc(F)cc1)C(=O)OC[C@@H](NC(=O)[C@@H](CC=C)CC(=O)N(CCO)Cc1ccccc1)C(C)(C)C,27,0.1
O=C1N[C@@H](c2ccccc2)COC(=O)[C@H](Cc2ccc(F)cc2)C/C=C\C[C@@H]1CC(=O)N(CCO)Cc1ccccc1,36,-0.2
CCN(C(=O)CSc1nc2ccccc2[nH]1)C1CCS(=O)(=O)C1 (configuration not stated),11,0.1
Cc1ccc(S(=O)(=O)Nc2nc3ccccc3nc2N2CCOCC2)cc1,7,0.0
Cn1nc(C(=O)Nc2ccc(-n3cnnn3)cc2)c2ccccc2c1=O,17,-0.1
CCN(C[C@H]1N[C@@](C)(C(=O)OC)[C@H]2C(=O)N(C)C(=O)[C@@H]12)C(=O)Nc1ccc(OC)cc1,10,-0.2
CC(=O)c1cccc(S(=O)(=O)Nc2ccccc2N2CCOCC2)c1,6,-0.1
C[C@]12C(=O)N(c3ccccc3)C(=O)N1[C@H]1c3ccccc3OC[C@@H]1[C@H]2c1ccccc1,1,0.1
CCN(CC(=O)Nc1ccc2c(c1)OCCO2)CC(=O)Nc1ccc(C)c([N+](=O)[O-])c1,23,0.2
COc1cc(C(=O)NCc2cccs2)ccc1OCc1c(C)noc1C,6,0.0
CC1CCN(c2ccc3c(c2)S(=O)(=O)c2cccc(C(=O)O)c2C3=O)CC1,3,0.0
CC1CC(=O)Nc2ccccc2N1C(=O)CN1C(=O)C(=O)N(C)C1=O (configuration not stated),8,0.1
C=C[C@H](Cc1ccccc1)N(Cc1ccccc1)S(=O)(=O)N(Cc1ccccc1)[C@H](C=C)Cc1ccccc1,13,1.7
O=C(COC(=O)C12CC3CC(CC(O)(C3)C1)C2)Nc1ccc(Cl)c(S(=O)(=O)N2CCOCC2)c1,5,0.1
O=C(CN1C(=O)NC(CCc2ccccc2)C1=O)Nc1cccc(Br)c1 (configuration not stated),3,-0.1
Cn1nnnc1SCC(=O)Nc1ccc(Br)cc1Br,6,0.6
COc1ccc(NC(=O)COC(=O)Cn2cnc3ccccc32)cc1,7,0.3

# Two entries picked at random from the list so far, as already listed:
molecule,PREPL inh,Efflux pump mplx
CC1CCN(c2ccc3c(c2)S(=O)(=O)c2cccc(C(=O)O)c2C3=O)CC1,3,0.0
C=CCC[C@H](Cc1ccc(F)cc1)C(=O)OC[C@@H](NC(=O)[C@@H](CC=C)CC(=O)N(CCO)Cc1ccccc1)C(C)(C)C,27,0.1

# Continuation.
molecule,PREPL inh,Efflux pump mplx
O=C(COc1cccc(Br)c1)Nc1ccc(Cl)c(S(=O)(=O)N2CCOCC2)c1,19,-0.1
CCc1cccc2c(C(=O)CN3C(=O)NC4(CCCCC4)C3=O)c[nH]c12,10,-0.2
CCOc1ccc(NC(=O)CN(C)C(=O)C2COc3ccccc3O2)cc1OCC (configuration not stated),21,0.2
CC(C)(C)CNC(=O)c1cccc2c1C(=O)c1ccc(-c3cc4ccccc4o3)cc1S2(=O)=O,6,0.7
COC(=O)C1=C(C)N(Cc2ccccc2)C(=NCCc2c[nH]c3ccccc23)N[C@H]1c1cccc(C(F)(F)F)c1,24,0.5
CCN(CC)C(=O)[C@H]1CC(CC(=O)NC(C)(C)C)C(=O)N2CCc3c([nH]c4ccccc34)[C@]12C (some centres not stated),13,-0.4
O=C(CN1C(=O)NC2(CCc3ccccc32)C1=O)NCc1ccc(Cl)cc1 (configuration not stated),3,0.0
COC(=O)c1ccc(CNC(=O)[C@@H]2CCCN2S(=O)(=O)c2ccccc2F)cc1,-2,0.1
CC1CC(=O)Nc2ccccc2N1C(=O)CSc1nnnn1C (configuration not stated),7,0.1
COc1cc(-c2ccc3c(=O)c4ccccc4sc3c2)cc(OC)c1OC,1,0.2
COc1ccccc1NS(=O)(=O)c1ccc(C(=O)NCc2ccc(S(N)(=O)=O)cc2)cc1,-8,0.0
CC(=O)N1CCN(S(=O)(=O)c2cccc(C(=O)NCc3ccc(F)cc3)c2)CC1,19,-0.1
C[C@@]12C(=O)Nc3cc(F)ccc3C(=O)N1[C@H]1c3cc(Br)ccc3OC[C@@H]1[C@@H]2c1ccccc1,16,0.1
COc1ccc(C(=O)OCC(=O)N2C(C)CCCC2C)cc1S(=O)(=O)N1CCOCC1 (configuration not stated),10,0.0
COc1cccc(NC(=O)c2ccccc2NC(=O)c2ccncc2)c1,3,-0.1
O=C(CSc1nnc(C2CC2)n1-c1ccccc1)N1CCCC1,18,0.4
COc1ccc([N+](=O)[O-])cc1NS(=O)(=O)c1cccc(C(=O)NCCCN2CCCC2=O)c1,2,0.0
O=C(Nc1ccc(Cl)cc1)C1CCCCN1S(=O)(=O)c1ccccc1 (configuration not stated),11,0.0
O=S(=O)(NCC1CCC(NS(=O)(=O)c2c(F)cccc2F)CC1)c1ccc2c(c1)OCCO2 (configuration not stated),-3,-0.2
Cc1nnc(SC(C)C(=O)Nc2ccc(Cl)cc2Cl)[nH]c1=O (configuration not stated),-6,0.1
CCCn1nc(C(=O)OCC(=O)Nc2ccc(C)cc2)c2ccccc2c1=O,10,0.1
O=C(COC(=O)c1ccc(O)cc1)Nc1ccc2c(c1)OCCO2,14,-0.1
O=C(NCc1cc(C(F)(F)F)ccc1Cl)c1cccc2c1C(=O)c1ccc(N3CCC(Cc4ccccc4)CC3)cc1S2(=O)=O,7,1.3
COc1ccccc1N(Cc1ccccc1)S(=O)(=O)c1cccc(C(=O)N2CCCCC2)c1,14,-0.5
COc1ccccc1S(=O)(=O)Nc1ccc2nc(C)sc2c1,-8,0.3
C#CCOCCOCCOCCNc1nc(N2CCN(C(=O)[C@H](CCC(=O)O)n3cc([C@@H](N)CCCCN)nn3)CC2)nc(N2CCN(C(=O)[C@H](CCCCN)n3cc([C@@H](N)CC(N)=O)nn3)CC2)n1,2,-0.1
CN(CC(=O)Nc1ccc(Cl)c(Cl)c1)C(=O)C1CCC1,11,0.1
Cc1cc(C)c(C#N)c(SCC(=O)Nc2cc(C)on2)n1,0,0.3
C=CCn1c(SCC(=O)N(C)CC(=O)Nc2ccc(C)cc2)nnc1-c1ccncc1,17,-0.4
COc1ccc(-c2cc(C(=O)N(C)Cc3nc4ccccc4c(=O)[nH]3)c3ccccc3n2)cc1OC,-1,0.5
COCCN(C(=O)COC(=O)/C=C/c1cccc(C(F)(F)F)c1)c1c(N)n(CC(C)C)c(=O)[nH]c1=O,6,0.0
C=CC[C@@H](CC(=O)NCCO)C(=O)N[C@H](COC(=O)[C@H](CC=C)CC(=O)OC(C)(C)C)Cc1c[nH]c2ccccc12,10,0.1
COc1ccc2nc3n(c(=O)c2c1)-c1ccc(Cl)cc1C(=O)NC3Cc1ccccc1 (configuration not stated),30,-0.1
NS(=O)(=O)c1ccc(CCNC(=O)COC(=O)c2ccc([N+](=O)[O-])o2)cc1,8,-0.2
Cc1ccc(SCCC(=O)NNC(=O)c2ccccc2F)cc1,1,0.1
C#CCOCCOCCOCCNc1nc(N2CCN(C(=O)[C@H](CCCN=C(N)N)n3cc(C(N)[C@@H](C)CC)nn3)CC2)nc(N2CCN(C(=O)[C@H](CCC(=O)O)n3cc([C@@H](N)CCCCN)nn3)CC2)n1 (some centres not stated),-3,0.2
COC(=O)c1ccc(/C=C/C(=O)OCC(=O)NCc2cccs2)cc1,-4,-0.1
Cc1c(C(=O)Nc2nccs2)oc2ccc(Br)cc12,-30,0.1
COC(=O)[C@]1(C)N[C@H](CN(C)C(=O)c2ccc(C)cc2)[C@@H]2C(=O)N(C)C(=O)[C@@H]21,17,0.1
CN(CC(=O)Nc1ccc(OC(F)F)cc1)S(=O)(=O)/C=C/c1ccccc1,-31,0.1
CC[C@@]1(C(=O)OC)N[C@H](CN(C)C(=O)Nc2ccc(OC)cc2)[C@@H]2C(=O)N(C)C(=O)[C@@H]21,9,-0.1
COc1ccccc1NS(=O)(=O)c1cccc(NS(=O)(=O)c2ccc(Cl)c(C(=O)O)c2)c1,-4,0.2
CN(C)S(=O)(=O)NC(=O)C1=C(N2CCCC2)COC1=O,5,-0.2
C[C@H](CO)N1C[C@H](C)[C@@H](CN(C)C(=O)Nc2ccc3c(c2)OCO3)Oc2ccc(NC(=O)Cc3ccccc3)cc2C1=O,15,0.0
COc1ccc(C(CNS(=O)(=O)c2cccc(F)c2)N2CCCC2)cc1 (configuration not stated),-34,-0.1
COc1cc(-c2noc(C)c2C(=O)NCCCN2CCOCC2)cc(OC)c1OC,12,0.0
O=C(NCCN1CCCCC1)c1cccc2c1C(=O)c1ccc(N3CCCC3)cc1S2(=O)=O,6,1.3
Cc1noc(NS(=O)(=O)c2ccc(NS(=O)(=O)c3ccc(Cl)cc3)cc2)c1C,5,-0.1
O=C(CSc1nnc(Nc2ccccc2)s1)NC1CCS(=O)(=O)C1 (configuration not stated),32,0.3
CC(=O)c1cccc(N2C(=O)CC(N3CCN(S(=O)(=O)c4ccccc4F)CC3)C2=O)c1 (configuration not stated),-3,0.0

# Source: PubChem BioAssay
